Screening results from PubChem BioAssay.
VLA-4 inh: inhibition in a human VLA-4 binding assay; VLA-4 expressing cells, ligand binding flow cytometry; 0.2% of 330,000 active; inhibition, % (about 7 µM as worked out from the volumes in the protocol); P13612; in the data active means inhibition above about 50%
procasp3 activ: activators of human procaspase-3. 0.11% of 330,000 active. recombinant procaspase-3 D3A, Ac-DEVD-pNA absorbance 405 nm. activation, % at 8.5 µM;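 active means activation above the mean of all tested compounds plus 3 SD, cut at about 21% in these data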;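 further: 0% = DMSO alone and 100% = DMSO wells spiked with extra 5 µM PC-3 D3A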
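Assay system – Procaspase-3 D3A mutant · Benchmarks – DMSO low control, extra-enzyme high control · Technique – 405 nm absorbance of p-nitroaniline, reads at 0 and 120 min · Doses – 8.5 µM nominal · Measure – % activation between DMSO and enzyme-spiked controls · Also added – Ac-DEVD-pNA chromogenic peptide substrate · Schedule – 1 h compound preincubation, 2 h substrate hydrolysis at 25 °C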
CTSL1 counter: blocks F. hepatica cathepsin L1 in PFM18AAP counter-screen; recombinant F. hepatica cathepsin L1, Z-Leu-Arg-MCA fluorescence; inhibition, % at 5.96 µM; 0.49% of 300,000 active;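 active means inhibition above the mean of all tested compounds plus 3 SD, set per screening campaign, cut at about 17% in these data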;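 further: 0% = plate median of test compound wells and 100% = 1 µM Z-Phe-Ala-diazomethylketone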
HCV core dimer: blocks dimerization of HCV core protein; AID 1899; 0.33% of 300,000 active; TR-FRET GST/Flag-core106 dimerization, 1536-well; inhibition, % at 5 µM;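 active means inhibition above the mean of all tested compounds plus 3 SD, set per screening campaign, cut at about 45% in these data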
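Material: Tagged HCV core106 pair (GST and Flag) | Amount: GST-core106 13.5 nM, Flag-core106 17 nM | Medium: KF-containing HEPES buffer, pH 7.45, DTT, CHAPS, BSA | Reagent: Eu donor and XL665 acceptor anti-tag antibodies | Schedule: 4 h at 22.5 °C | Technique: Time-resolved FRET, ex 340 nm, em 617 and 671 nm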
PP5 primary: PP5 (human) phosphatase inhibition | P53041 | purified PP5c, OMFP substrate fluorescence | inhibition, % at 6.7 µM | 0.18% of 320,000 active | AID 1987;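 active means inhibition above the campaign's mean inhibition across all tested compounds plus 3 SD, cut at about 9.5% in these data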;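 further: 0% = DMSO only and 100% = 100 µM cantharidin control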
PP1 counter: counter-screen for PP5 inhibitors: inhibitors of human PP1-alpha; AID 2235; 0.9% of 320,000 active; inhibition, % at 6.7 µM; P62136; purified PP1alpha, OMFP fluorescence;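 active means inhibition above the mean inhibition of all tested compounds plus 3 SD, computed separately for each screening campaign, cut at about 15% in these data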
GASC-1 inh: inhibitors of human GASC-1 (JMJD2C) demethylase | Q9H3R0 | GST-JMJD2C(1-420) H3K9me3 demethylation, DELFIA europium | inhibition, % at 2.35 µM | 0.069% of 330,000 active | AID 2099;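 active means more than half of a compound's replicate wells show inhibition beyond 50%, single wells judged on their own value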;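 further: signal counts dimethyl H3K9 product captured on neutravidin plate; 0% = median of DMSO wells and 100% = 0.3 times that DMSO median; strong numbers were not always called active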
Target sequence (Q9H3R0 1-420 limits assumed): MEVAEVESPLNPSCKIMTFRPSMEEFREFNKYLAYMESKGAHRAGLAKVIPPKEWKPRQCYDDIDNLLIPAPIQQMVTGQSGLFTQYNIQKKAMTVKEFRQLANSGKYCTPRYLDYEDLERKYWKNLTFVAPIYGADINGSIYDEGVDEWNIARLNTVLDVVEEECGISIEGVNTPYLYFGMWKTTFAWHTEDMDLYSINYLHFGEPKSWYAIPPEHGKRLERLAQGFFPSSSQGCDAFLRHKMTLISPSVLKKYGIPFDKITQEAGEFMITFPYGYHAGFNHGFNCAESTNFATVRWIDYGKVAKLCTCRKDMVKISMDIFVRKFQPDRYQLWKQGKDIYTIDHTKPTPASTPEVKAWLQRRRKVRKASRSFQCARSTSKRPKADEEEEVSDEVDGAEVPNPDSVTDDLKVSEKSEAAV
GRK2 aptamer HTS: inhibitors of human GRK2 displacing RNA aptamer | inhibition of aptamer binding, % at 10 µM | bead flow cytometry, FAM-aptamer displacement from GRK2 | AID 488847 | P25098 | 0.59% of 330,000 active;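 active means inhibition of aptamer binding above 40%, roughly 3 SD of noise, on plates passing a quality check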;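 further: median bead fluorescence of bound FAM aptamer so fluorescent compounds give negative values; no value below 0 was filed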
Target sequence (P25098 whole entry, looked up): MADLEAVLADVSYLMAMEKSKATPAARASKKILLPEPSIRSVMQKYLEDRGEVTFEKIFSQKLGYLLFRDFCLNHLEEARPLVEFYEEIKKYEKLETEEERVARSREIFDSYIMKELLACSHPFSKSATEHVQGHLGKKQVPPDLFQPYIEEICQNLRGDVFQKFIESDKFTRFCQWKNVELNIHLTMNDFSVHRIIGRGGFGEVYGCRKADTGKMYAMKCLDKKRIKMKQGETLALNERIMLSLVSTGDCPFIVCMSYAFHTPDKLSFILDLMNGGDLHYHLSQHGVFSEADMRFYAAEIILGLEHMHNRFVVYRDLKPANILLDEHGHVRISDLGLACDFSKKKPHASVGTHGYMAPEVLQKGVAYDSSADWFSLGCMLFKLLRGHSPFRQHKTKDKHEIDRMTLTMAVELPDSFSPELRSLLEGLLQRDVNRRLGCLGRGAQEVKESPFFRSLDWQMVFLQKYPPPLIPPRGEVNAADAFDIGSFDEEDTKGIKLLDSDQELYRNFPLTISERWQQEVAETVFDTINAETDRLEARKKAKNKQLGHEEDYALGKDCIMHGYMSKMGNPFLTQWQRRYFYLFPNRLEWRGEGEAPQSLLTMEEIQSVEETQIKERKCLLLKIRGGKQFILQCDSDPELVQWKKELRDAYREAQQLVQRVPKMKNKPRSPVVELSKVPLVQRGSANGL
proCasp7 act: counter-screen: procaspase-7 (human) activation. recombinant procaspase-7, Ac-DEVD-pNA absorbance 405 nm; D23A/D198A/D206A triple mutant, cannot self-cleave; scale: DMSO 0, 5 µM enzyme 100. activation, % at 8.5 µM. 0.093% of 330,000 active;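 active means percent activation above the screen-wide mean plus 3 SD, cut at about 25% in these data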
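Material: Procaspase-7 triple mutant (PC-7 D3A) | Quantity: 2 µM procaspase-7 mutant as dispensed | Reagent: DEVD-pNA substrate | Times: 1 h preincubation, 2 h reaction | Technique: 405 nm absorbance of p-nitroaniline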
The depositor's hits bear a star.

Nc1ccccc1S(N)(=O)=O was read as VLA-4 inh -16, procasp3 activ -3, CTSL1 counter 4, HCV core dimer -10, PP5 primary -8.3, PP1 counter 4, GRK2 aptamer HTS 0 and proCasp7 act -10.
O=C(Cn1ccc([N+](=O)[O-])n1)NCc1cccnc1 was read as VLA-4 inh 4, procasp3 activ 6, CTSL1 counter 2, HCV core dimer 0, PP5 primary 0.0, PP1 counter -2, GASC-1 inh 0, GRK2 aptamer HTS 0 and proCasp7 act 4.
Screening COc1ccc(-c2[nH]ncc2CN2CCCOc3c(cccc3OC)C2)c(OC)c1 returned VLA-4 inh -4, procasp3 activ 3, CTSL1 counter 8, HCV core dimer 0, PP5 primary -8.3, PP1 counter -2, GASC-1 inh -22, GRK2 aptamer HTS 1 and proCasp7 act -5.
CC(C)c1ccc(-c2cc(C(=O)N3N=C(C(F)F)CC3(O)C(F)F)c3ccccc3n2)cc1 (configuration not stated) was read as VLA-4 inh -4, procasp3 activ 12, CTSL1 counter 5, HCV core dimer 3, PP5 primary 1.3, PP1 counter 0, GASC-1 inh -9, GRK2 aptamer HTS 1 and proCasp7 act 8.
For CNC(=O)Nc1ccc2nc(C)sc2c1 the results were VLA-4 inh 4, procasp3 activ 2, CTSL1 counter 1, HCV core dimer -9, PP5 primary -1.3, PP1 counter -1, GASC-1 inh -10, GRK2 aptamer HTS 4 and proCasp7 act 12.
For CCn1c(SCCN2CCCCC2)nnc1-c1ccc(S(=O)(=O)N2CCOCC2)cc1 the results were VLA-4 inh -4, procasp3 activ 7, CTSL1 counter 0, HCV core dimer 2, PP5 primary -1.3, PP1 counter -3, GASC-1 inh 1, GRK2 aptamer HTS 0 and proCasp7 act -5.
Cc1cc(S(=O)(=O)NCc2ccco2)c(C)cc1Cl was read as VLA-4 inh -26, procasp3 activ 1, CTSL1 counter 0, HCV core dimer 7, PP5 primary 2.1, PP1 counter 1, GASC-1 inh -9, GRK2 aptamer HTS 1 and proCasp7 act 0.
Screening Cc1nc2c(C)cccc2c2c1CCS2 returned VLA-4 inh 8, procasp3 activ -1, CTSL1 counter -2, HCV core dimer 2, PP5 primary 1.2, PP1 counter -1, GASC-1 inh 2, GRK2 aptamer HTS 1 and proCasp7 act 8.
CCCc1ccc(OCc2ccc(C(=O)NN)o2)c(OC)c1 was read as VLA-4 inh -6, procasp3 activ 1, CTSL1 counter 1, HCV core dimer 4, PP5 primary 3.2, PP1 counter 6, GASC-1 inh -4, GRK2 aptamer HTS 1 and proCasp7 act -19.
For CCOC(=O)N1CCN(C(=O)c2ccccc2N(Cc2ccccc2)S(=O)(=O)c2ccc(OC)cc2)CC1 the results were VLA-4 inh 16, procasp3 activ 0, CTSL1 counter -2, HCV core dimer 13, PP5 primary 0.5, PP1 counter 5, GASC-1 inh 37, GRK2 aptamer HTS 5 and proCasp7 act -1.
For CC(=O)Nc1cc(C(F)(F)F)ccc1N1CCOCC1 the results were VLA-4 inh -4, procasp3 activ 0, CTSL1 counter -1, HCV core dimer 0, PP5 primary 1.9, PP1 counter 0, GASC-1 inh 1, GRK2 aptamer HTS 0 and proCasp7 act 8.
`C[C@@]12CCC=C[C@H]1[C@H](c1ccc(F)c(/C=C/c3ccccc3)c1)N(Cc1ccccc1)C2=O` gave VLA-4 inh -8, procasp3 activ 1, CTSL1 counter 0, HCV core dimer 12, PP5 primary 3.5, PP1 counter 8, GASC-1 inh 0, GRK2 aptamer HTS 2 and proCasp7 act -3.
Screening CCOc1ccc(/C=C2\SC(=S)N(C)C2=O)cc1OC returned VLA-4 inh -6, procasp3 activ 5, CTSL1 counter -1, HCV core dimer -7, PP5 primary -0.9, PP1 counter -3, GASC-1 inh 7, GRK2 aptamer HTS 6 and proCasp7 act 1.
C/C(=N\NC(=O)CNC(=O)C(c1ccccc1)c1ccccc1)c1ccc(C(C)(C)C)cc1 was read as VLA-4 inh 4, procasp3 activ 0, CTSL1 counter -2, HCV core dimer 8, PP5 primary 3.3, PP1 counter 0, GASC-1 inh 8, GRK2 aptamer HTS 0 and proCasp7 act 1.
`COc1ccc(NC(=S)N2CCN(C(=O)c3ccco3)CC2)c(OC)c1` gave VLA-4 inh -5, procasp3 activ -3, CTSL1 counter -4, HCV core dimer -4, PP5 primary -0.2, PP1 counter 0, GASC-1 inh 10, GRK2 aptamer HTS 1 and proCasp7 act -5.
`O=C(Nc1ccc(Cl)cc1C(=O)NCC1CCCO1)c1ccco1` (configuration not stated) gave VLA-4 inh 1, procasp3 activ 4, CTSL1 counter 0, HCV core dimer -1, PP5 primary 1.5, PP1 counter -4, GASC-1 inh -1, GRK2 aptamer HTS 0 and proCasp7 act 2.
Screening COCCn1c(=O)c2cc3c(=O)n(CCOC)c(=O)c3cc2c1=O returned procasp3 activ 4, CTSL1 counter -4, HCV core dimer -2, PP5 primary 1.8, PP1 counter -4, GASC-1 inh 1, GRK2 aptamer HTS 1 and proCasp7 act -3.
`Cc1cccnc1NC(=O)Nc1cccc(Cl)c1` gave VLA-4 inh 13, procasp3 activ -4, CTSL1 counter 3, HCV core dimer 5, PP5 primary 0.8, PP1 counter 1, GASC-1 inh 3, GRK2 aptamer HTS 15 and proCasp7 act -1.
For COc1ccccc1N(CC(=O)N/N=C/c1ccccc1C(=O)O)S(C)(=O)=O the results were VLA-4 inh -2, procasp3 activ 3, CTSL1 counter 1, HCV core dimer -3, PP5 primary 0.0, PP1 counter 0, GASC-1 inh -5, GRK2 aptamer HTS 1 and proCasp7 act 6.
COc1ccc(S(=O)(=O)Nc2ccc(S(=O)(=O)Nc3cc(C)nc(C)n3)cc2)cc1OC was read as VLA-4 inh 10, procasp3 activ 2, CTSL1 counter -1, HCV core dimer 1, PP5 primary 0.7, PP1 counter -3, GASC-1 inh -16, GRK2 aptamer HTS 1 and proCasp7 act 2.
For O=C(NCCc1c[nH]c2ccccc12)C(=O)NCC1OCCN1S(=O)(=O)c1cc(F)ccc1F (configuration not stated) the results were VLA-4 inh 11, procasp3 activ 3, CTSL1 counter 0, HCV core dimer 6, PP5 primary -3.0, PP1 counter -2, GASC-1 inh -1, GRK2 aptamer HTS 1 and proCasp7 act 7.
For COc1cccc(CNC(=O)c2nnn(CC(=O)Nc3cccc(C)c3)c2N)c1 the results were VLA-4 inh -1, procasp3 activ 1, CTSL1 counter -2, HCV core dimer -1, PP5 primary 0.8, PP1 counter -2, GASC-1 inh -38, GRK2 aptamer HTS 2 and proCasp7 act 2.
COc1ccc(-c2ccccc2)cc1NC(=O)c1ccncc1 was read as VLA-4 inh -9, procasp3 activ -2, CTSL1 counter 0, HCV core dimer 8, PP5 primary 4.3, PP1 counter 3, GASC-1 inh -2, GRK2 aptamer HTS 0 and proCasp7 act 4.
Screening COC(=O)c1ccc(C)c(NS(=O)(=O)c2ccc3c(c2)OCCO3)c1 returned VLA-4 inh 15, procasp3 activ 5, CTSL1 counter 0, HCV core dimer -1, PP5 primary 0.2, PP1 counter -1, GASC-1 inh -24, GRK2 aptamer HTS 0 and proCasp7 act 12.
For COC(=O)c1ccc(CSc2nnc(NC(=O)C3CCCO3)s2)cc1 (configuration not stated) the results were VLA-4 inh -4, procasp3 activ -7, CTSL1 counter -2, HCV core dimer 6, PP5 primary 2.3, PP1 counter 7, GASC-1 inh 0, GRK2 aptamer HTS 0 and proCasp7 act 3.
c1ccc(Cn2cc(CNc3ccccc3)nn2)cc1 was read as VLA-4 inh 32, procasp3 activ -1, CTSL1 counter -1, HCV core dimer 5, PP5 primary 2.1, PP1 counter 1, GASC-1 inh -9, GRK2 aptamer HTS 0 and proCasp7 act 3.
Screening O=C(COC(=O)c1cccc(Cl)c1Cl)NCc1cccs1 returned VLA-4 inh -12, procasp3 activ 5, PP5 primary 3.2, PP1 counter -6, GRK2 aptamer HTS 2 and proCasp7 act 8.
`O=c1c2c(ncn1CCO)nc1n2CCC1` gave VLA-4 inh -14, procasp3 activ 1, CTSL1 counter -5, HCV core dimer 0, PP5 primary -1.3, PP1 counter 3, GASC-1 inh -7, GRK2 aptamer HTS 0 and proCasp7 act -6.
Screening CCn1c(SCC(=O)N(C)CCC#N)nc2cc(S(=O)(=O)N3CCOCC3)ccc21 returned VLA-4 inh 16, procasp3 activ -2, CTSL1 counter 2, HCV core dimer 4, PP5 primary -1.4, PP1 counter -4, GASC-1 inh -3, GRK2 aptamer HTS 1 and proCasp7 act 2.
For O=C(CN1CCCCC1)Nc1ccc(Br)cc1[N+](=O)[O-] the results were VLA-4 inh -6, procasp3 activ 0, CTSL1 counter 0, HCV core dimer 1, PP5 primary 0.1, PP1 counter -2, GASC-1 inh 7, GRK2 aptamer HTS 0 and proCasp7 act 11.
For COc1ccc(N2CCN(C(C)=C3C(=O)c4ccccc4C3=O)CC2)cc1 the results were VLA-4 inh -12, procasp3 activ 0, CTSL1 counter 0, HCV core dimer 5, PP5 primary 2.1, PP1 counter -2, GASC-1 inh 2, GRK2 aptamer HTS 0 and proCasp7 act -3.
Screening Cc1ccccc1-c1coc2cc(O)ccc2c1=O returned VLA-4 inh -6, procasp3 activ -2, CTSL1 counter 23*, HCV core dimer 10, PP5 primary 1.2, PP1 counter 1, GASC-1 inh -2, GRK2 aptamer HTS 3 and proCasp7 act 0.
For COC(=O)[C@@]1(Cc2ccc(F)cc2)[C@H]2c3cc(C(=O)N(C)C)n(CCSCCO)c3C[C@H]2CN1C(=O)c1ccccc1 the results were procasp3 activ 1, CTSL1 counter -2, HCV core dimer 11, PP5 primary 2.8, PP1 counter 3, GASC-1 inh -7 and proCasp7 act 7.
`Cc1ccc(NCc2nnc(SCC(=O)c3ccccc3)n2Cc2ccco2)c(C)c1` gave VLA-4 inh 19, procasp3 activ 10, CTSL1 counter 2, HCV core dimer 64*, PP5 primary 3.4, PP1 counter 14, GASC-1 inh -23, GRK2 aptamer HTS 1 and proCasp7 act -1.
`C=CCNC(=O)C(=O)NCC1CCCN1S(=O)(=O)c1cccs1` (configuration not stated) gave VLA-4 inh 24, procasp3 activ 2, CTSL1 counter -2, HCV core dimer -6, PP5 primary 0.0, PP1 counter -3, GASC-1 inh 0, GRK2 aptamer HTS 0 and proCasp7 act 13.
Screening Cc1c2cnn(CC(=O)N3CCOCC3)c(=O)c2c(C)n1Cc1ccccc1F returned VLA-4 inh -1, procasp3 activ 3, CTSL1 counter 1, HCV core dimer 13, PP5 primary 1.3, PP1 counter 0, GASC-1 inh 12, GRK2 aptamer HTS 4 and proCasp7 act -1.

3 entries from above, ordered by molecular weight, low to high.
Screening Cc1ccccc1-c1coc2cc(O)ccc2c1=O returned VLA-4 inh -6, procasp3 activ -2, CTSL1 counter 23*, HCV core dimer 10, PP5 primary 1.2, PP1 counter 1, GASC-1 inh -2, GRK2 aptamer HTS 3 and proCasp7 act 0.
c1ccc(Cn2cc(CNc3ccccc3)nn2)cc1 was read as VLA-4 inh 32, procasp3 activ -1, CTSL1 counter -1, HCV core dimer 5, PP5 primary 2.1, PP1 counter 1, GASC-1 inh -9, GRK2 aptamer HTS 0 and proCasp7 act 3.
For O=C(CN1CCCCC1)Nc1ccc(Br)cc1[N+](=O)[O-] the results were VLA-4 inh -6, procasp3 activ 0, CTSL1 counter 0, HCV core dimer 1, PP5 primary 0.1, PP1 counter -2, GASC-1 inh 7, GRK2 aptamer HTS 0 and proCasp7 act 11.
